# Bioassay records from PubChem BioAssay.
# MITF primary: human MITF inhibition, primary screen. O75030. AlphaScreen MITF homodimerization, bead proximity signal. inhibition, % at 2.6 µM. 650,000 tested, 0.91% active; in the data active = inhibition above about 50%;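 also: 0% = vehicle wells with protein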
# Target sequence (O75030 whole entry, looked up): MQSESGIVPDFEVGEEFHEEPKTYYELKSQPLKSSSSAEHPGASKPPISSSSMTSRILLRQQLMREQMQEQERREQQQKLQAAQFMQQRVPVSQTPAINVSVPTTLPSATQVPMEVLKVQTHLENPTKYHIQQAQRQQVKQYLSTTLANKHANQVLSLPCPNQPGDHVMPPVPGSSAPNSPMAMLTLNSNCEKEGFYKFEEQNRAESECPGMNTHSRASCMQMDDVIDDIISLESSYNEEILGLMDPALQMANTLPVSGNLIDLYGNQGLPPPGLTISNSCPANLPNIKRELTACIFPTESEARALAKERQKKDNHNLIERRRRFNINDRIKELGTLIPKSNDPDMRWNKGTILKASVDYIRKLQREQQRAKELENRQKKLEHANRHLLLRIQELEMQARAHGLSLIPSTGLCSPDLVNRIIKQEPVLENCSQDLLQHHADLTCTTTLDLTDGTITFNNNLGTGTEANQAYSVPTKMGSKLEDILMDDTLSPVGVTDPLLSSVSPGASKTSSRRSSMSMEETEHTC
# FBW7 act: activators of human E3 ligase FBW7 | AlphaScreen FBW7–phospho-cyclin E peptide binding, activator screen | 650,000 tested, 0.13% active | Q969H0 | normalized activity (activation), % at 26.1 µM; in the data active = normalized activity above about 1.9%;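 also: purified mutant Fbw7 with reduced substrate affinity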
# TEAD-YAP inh: TEAD-YAP interaction inhibition; 640,000 tested, 1.4% active; HEK-TIYL cells, TEAD-Gal4/YAP UAS-luciferase luminescence; inhibition, % at 9.12 µM; AID 1259422; in the data active = inhibition above about 32%;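 also: 0% = median of test compound wells and 100% = reference inhibitor wells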
# GPR151 activ: human GPR151 activation. Q8TDV0. 650,000 tested, 1% active. PathHunter beta-arrestin GPR151 cells, luminescence. activation, % at 11.2 µM. AID 1508602; in the data active = activation above about 4.9%;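 also: 0% = median of compound wells and 100% = cells with positive control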
# Target sequence (Q8TDV0 whole entry, looked up): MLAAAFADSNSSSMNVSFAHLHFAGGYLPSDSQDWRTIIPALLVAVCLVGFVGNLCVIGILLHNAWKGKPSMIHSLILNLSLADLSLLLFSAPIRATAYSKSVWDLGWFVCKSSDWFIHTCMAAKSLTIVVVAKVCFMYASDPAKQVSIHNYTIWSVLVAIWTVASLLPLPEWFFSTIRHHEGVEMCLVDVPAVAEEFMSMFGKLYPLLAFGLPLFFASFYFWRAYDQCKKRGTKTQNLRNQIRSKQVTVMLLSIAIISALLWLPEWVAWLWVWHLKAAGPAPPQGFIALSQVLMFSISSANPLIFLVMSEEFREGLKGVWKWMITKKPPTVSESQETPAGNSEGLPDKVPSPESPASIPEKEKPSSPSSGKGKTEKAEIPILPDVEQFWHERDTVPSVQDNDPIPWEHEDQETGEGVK
# An asterisk follows results filed as active; . = not tested or not shown; & = joins results of further samples.
SMILES,MITF primary,FBW7 act,TEAD-YAP inh,GPR151 activ
COc1ccc(NC(C)C(=O)N/N=C/c2ccco2)cc1 (configuration not stated),4,0.0,-4,-1.0
O=[N+]([O-])c1ccc(Cn2nnnc2Sc2ccccc2)cc1,13,-0.1,5,0.4
C=CCN(C(=O)CNC(=O)c1cccs1)C(C(=O)NC(C)(C)C)c1ccccc1 (configuration not stated),-20,0.0,7,-0.2
CCN(CC)c1ccc(NCc2ccc3c(c2)OCO3)cc1,18,-0.3,-14,-1.3
COc1ccccc1/C=C1/C(=O)N(c2ccccc2)N=C1CSc1ccc(Cl)cc1,11,-0.2,4,-0.3
CC1CCC(NS(=O)(=O)c2cccc3nsnc23)CC1 (configuration not stated),17,0.3,-6,-1.8
Cc1ccccc1CSc1ncccc1C(=O)O,9,0.1,3,-1.6
Cc1cccc(-c2noc(CN(C(=O)CCN3C(=O)c4ccccc4C3=O)C(C)C)n2)c1,0,-0.2,-2,-0.4
Cc1cc(=O)oc2cc(N=Cc3ccccn3)ccc12,32,0.4,-5,-1.4
CCOc1ccc2nc(N3CCC(NCC4CC(=O)N(CCOC)C4)CC3)nc(C)c2c1 (configuration not stated),-11,0.3,5,-1.3
CCn1c(=O)c2c(nc3n(CCOC)c(C)cn23)n(C)c1=O,-5,0.0,12,-0.1
CNc1c(NS(=O)(=O)c2ccc(C)c(C)c2)c(=O)oc2ccccc12,7,0.1,2,0.4
O=C(CS(=O)(=O)c1ccccc1)N1CCCCC1,-1,0.2,-18,-0.7
CCCCNCCOc1cccc(Br)c1,42,0.8,-10,-1.2
C=CCNC(=O)/C(=C\c1ccco1)NC(=O)c1ccccc1,5,0.1,-4,-0.8

# Further records:
SMILES,MITF primary,FBW7 act,TEAD-YAP inh,GPR151 activ
CCOC(=O)c1sc2nc(SCC(=O)NC3CCCCC3)n(CCC3=CCCCC3)c(=O)c2c1C,1,0.0,-4,1.1
O=C(Cc1ccc(Br)cc1)Nc1ccc(F)cc1F,13,0.3,-1,-1.2
O=C(Cn1ncc2c1-c1ccccc1OC2)NCc1cccnc1,7,0.0,0,-0.2
Cc1ccccc1-c1nc(-c2ccncc2)no1,-1,0.0,-30,-1.0
O=C(O)c1ccc(N2C(=O)/C(=C/c3ccc([N+](=O)[O-])cc3)C=C2c2ccccc2)cc1,15,1.3,-10,-0.5
COCC(O)CNc1ccccc1OC (configuration not stated),9,0.0,-8,1.3
Cc1cc(C)cc(N2CCN(C(=O)CC3C(=O)NCCN3C3CCCC3)CC2=O)c1 (configuration not stated),-6,-0.1,7,0.9
O=S1(=O)CCN(C(CCO)c2cccc(C(F)(F)F)c2)CC1 (configuration not stated),6,0.1,5,-1.3
Cc1cc(NCc2ccccc2)nc(NCc2ccccc2)n1,11,-0.1,21,0.4
O=C(O)C1CCC(c2ccc(I)cc2)CC1 (configuration not stated),-6,-0.1,-2,-0.7
O=C(NCC1CCCO1)c1ccc(Cl)c(S(=O)(=O)Nc2ccccc2)c1 (configuration not stated),-22,-0.3,-6,1.5
CC(C)CC(=O)Nc1nnc(-c2ccc(Br)cc2)s1,16,0.7,-14,0.9
O=S(=O)(c1cccc2cccnc12)N1CCC(c2nc(-c3ccccc3)no2)CC1,3,-0.2,0,-1.9
CC(=O)N1c2c(ccc3ccccc23)C(C)=CC1(C)C,-5,0.2,14,-0.5
COc1ccc(CN2CCC(n3nccc3NC(C)=O)CC2)c(F)c1,4,0.0,13,-1.7

# Reprinted at random: 3 compounds from above, in no set order.
SMILES,MITF primary,FBW7 act,TEAD-YAP inh,GPR151 activ
COc1ccc(CN2CCC(n3nccc3NC(C)=O)CC2)c(F)c1,4,0.0,13,-1.7
CC(=O)N1c2c(ccc3ccccc23)C(C)=CC1(C)C,-5,0.2,14,-0.5
CC(C)CC(=O)Nc1nnc(-c2ccc(Br)cc2)s1,16,0.7,-14,0.9

# Going on with the list:
SMILES,MITF primary,FBW7 act,TEAD-YAP inh,GPR151 activ
O=C(O)c1ccc(/C=C2\SC(=Nc3ccccc3)N(c3ccccc3)C2=O)cc1,1,0.0,16,1.6
O=C(C1CCCC1)N1CCCC(N2CCN(c3ccccc3)CC2)C1 (configuration not stated),-4,-0.1,-8,-0.6
CCC1CN(Cc2nc3ccccc3[nH]2)Cc2cc(OC)ccc2O1 (configuration not stated),-16,-0.3,2,-1.0
COc1ccccc1C(c1nnnn1Cc1ccco1)N1CCC(C(N)=O)CC1 (configuration not stated),-8,-0.1,-32,-0.4
COc1ccc(NC(=S)N/N=C2/CCCC(=O)C2)cc1,14,-0.3,-33,1.3
CCCn1c(=O)[nH]c2c(C(N)=O)nc(-c3cccc(F)c3)nc21,0,0.0,-6,1.8
Cc1ccccc1C(=O)n1cnc(N)n1,13,-0.1,6,-0.3
COc1cc(N2CCN(C(=O)c3ccc(F)cc3)CC2)nc(OC)n1,-4,0.1,7,-0.5
COc1cc(/C=C2\SC(N)=NC2=O)ccc1OCc1ccc([N+](=O)[O-])cc1,1,-0.3,-8,-0.7
C/C(=N\Nc1ccccn1)c1ccc2c(c1)OCO2,12,-0.2,-18,0.9
CC(C)(C)N(Cc1ccccc1)C(=O)COC(=O)c1n[nH]c(=O)c2ccccc12,-15,0.0,0,1.3
COC(=O)c1cc(N=NC2=C(O)CC(C)(C)CC2=O)cc(C(=O)OC)c1,-10,-0.1,11,3.7
C=CCn1c(SCC(=O)Nc2sccc2C(N)=O)nnc1-c1ccccc1,5,0.2,26,-0.7
O=C1c2cccc3cccc(c23)C(=O)N1CCCO,-3,0.1,-13,-1.1
CCC1CN(CCNC(=O)Cc2cccc(C)c2)Cc2cc(OC)ccc2O1 (configuration not stated),11,0.0,13,0.1

# The list continues:
SMILES,MITF primary,FBW7 act,TEAD-YAP inh,GPR151 activ
CC(=O)c1ccc(NC(=O)c2c(-c3ccccc3Cl)noc2C)cc1,-6,-0.2,-51,0.5
Cc1ccccc1C(NC(=O)C1CCN(C(=O)c2ccoc2)CC1)c1ncccc1C (configuration not stated),12,0.3,1,-0.5
COC(=O)C12CCC(C)(C(O)C1)C2(C)C (configuration not stated),17,0.0,-3,0.5
COc1cccc2sc(N(Cc3ccco3)C(=O)CSCc3ccccc3)nc12,-3,-0.1,0,0.4
O=C(CC(C(=O)O)N1CCNCC1)Nc1ccc(Oc2ccccc2)cc1 (configuration not stated),-3,-0.1,-5,3.0
COC(=O)c1ccccc1NC(=O)c1cc[n+]([O-])cc1,17,0.0,6,0.5
COc1ccc(C(=O)NCC(=O)OCc2ccccc2F)cc1,2,-0.2,-15,-0.7
C/C(=N\NC(=O)c1ccc(CN(c2ccccc2)S(C)(=O)=O)cc1)c1ccccc1,-1,0.4,-21,-2.1
CC(C)C(=O)N1CCN(c2c(Cl)cccc2[N+](=O)[O-])CC1,1,0.0,-3,0.6
C=CCN1CCN(C(c2ccccc2Cl)c2nnnn2C(C)(C)CC)CC1 (configuration not stated),4,-0.1,-3,-1.1
COc1ccc(C(=O)N/C(=C/c2cccc([N+](=O)[O-])c2)C(=O)Nc2ccc(Cl)cc2)c(Cl)c1,-4,0.0,-5,-0.1
NC(=O)c1c(NC(=O)/C=C/c2ccc(Cl)c([N+](=O)[O-])c2)sc2c1CCCC2,10,0.7,8,-0.4
CCOC(=O)c1sc(NC(=O)CSc2nnc(CNC(=O)c3ccc(OC)cc3)n2C)c(C(=O)OCC)c1C,-7,0.0,1,2.5
Cc1ccc(-c2csc3ncn(Cc4cccc(F)c4)c(=O)c23)cc1,-17,-0.1,-1,0.4
CN1C(C(=O)Nc2sc3c(c2C(N)=O)CCCC3)=CC(c2ccco2)=NS1(=O)=O,10,-0.2,0,-0.3

# The list goes on:
SMILES,MITF primary,FBW7 act,TEAD-YAP inh,GPR151 activ
CCOC(=O)C(NC(C)=O)C(=O)Nc1ccc(F)cc1 (configuration not stated),8,0.0,6,0.2
COc1ccccc1C(=O)NC(=S)Nc1nc(-c2ccccc2)cs1,-9,-0.1,-4,1.7
O=c1nc(SCc2ccccc2Cl)c2c(n1Cc1cccnc1)CCC2,-7,-0.1,0,-0.1
Cc1cccc(C(=O)Nc2cccc(-c3nc4ccccc4s3)c2C)c1,5,0.1,7,1.0
CCCCCCCCCCCCCCCCCC(=O)OCC,-13,.,.,-0.5
O=C(Cc1ccccc1)Nc1ccc(Cl)cc1C(=O)O,-7,-0.1,3,4.3
CN(Cc1ccccc1)C(=O)Cc1ccccc1,-8,-0.2,-7,-1.1
Cc1c(-c2ccccc2)c(=O)oc2c(CN3CCN(CCO)CC3)c(O)ccc12,-14,0.1,7,-0.6
O=C1OC(c2ccccc2Br)=N/C1=C\c1ccc(Cl)cc1,-6,-0.1,-5,-1.3
CN(Cc1ccccc1)CC(O)COc1ccc(CN2CCCC2)cc1 (configuration not stated),1,0.1,7,-0.6
CCOC(=O)c1c(-c2ccccc2)oc2ccc(O)c(CN3CCC(C)CC3)c12,4,0.1,-6,-1.2
CC(C)(Sc1ccc(CCN(CCCCC2CCCCC2)C(=O)NC2CCCCC2)cc1)C(=O)O,5&-5&10&0,0.0&0.0&-0.1,6&-1,0.5&1.8&0.0&0.6
COc1ccc(-c2nc3sc4c(c3c(=O)o2)CC(C)(C)OC4)cc1OC,5,0.2,7,-0.2
Cc1ccc(C(=O)Nc2ccc(N3CCC(NCCOC(C)C)CC3)cc2)c(C)c1,-3,0.0,3,0.1
O=S(=O)(NCC1CCC2(CCN(Cc3ccc4c(c3)OCO4)CC2)O1)c1ccccc1 (configuration not stated),2,-0.1,-3,-1.2

# One compound at a time, as listed above. Values in the order: MITF primary | FBW7 act | TEAD-YAP inh | GPR151 activ
# Cc1c(-c2ccccc2)c(=O)oc2c(CN3CCN(CCO)CC3)c(O)ccc12 in the list: -14 | 0.1 | 7 | -0.6
# Cc1ccc(C(=O)Nc2ccc(N3CCC(NCCOC(C)C)CC3)cc2)c(C)c1 in the list: -3 | 0.0 | 3 | 0.1
# CC(C)(Sc1ccc(CCN(CCCCC2CCCCC2)C(=O)NC2CCCCC2)cc1)C(=O)O in the list: 5&-5&10&0 | 0.0&0.0&-0.1 | 6&-1 | 0.5&1.8&0.0&0.6

# The list continues.
SMILES,MITF primary,FBW7 act,TEAD-YAP inh,GPR151 activ
Cc1cccc(N=c2oc3ccccc3cc2C(N)=O)c1,-2,-0.1,-28,0.3
COc1ccc2c(c1OC)C(=O)N(c1ccccc1C)C2=O,10,-0.2,0,0.8
CC1=NN(C(=O)c2cccnc2)C(O)(C(F)(F)OC(F)(F)F)C1 (configuration not stated),3,0.1,-9,-0.2
CCOCCCn1c(SCC(=O)Nc2ccccc2C(F)(F)F)nc2ccccc2c1=O,2,0.0,7,0.0
COc1ccc(NC(=O)C2C(c3ccccc3)C2(Cl)Cl)c(OC)c1 (configuration not stated),-1,0.0,5,-0.6
O=C(/C=C/c1ccccc1)Nc1nnc(Cc2ccc(Cl)cc2)s1,0,-0.1,3,0.3
CC(C)[C@H](Cn1nc(C2CC2)ccc1=O)NC(=O)C1CC1,20,0.1,-6,-1.0
CCn1c(SC/C(O)=C(\C#N)C(=O)NCc2ccccc2)nnc1-c1cccs1,3,0.3,3,0.2
CCOC(=O)NNC1CC(=O)N(c2ccc(OC)cc2)C1=O (configuration not stated),6,0.8,-4,2.6
CN1C(=O)CCc2cc(NC(=O)Nc3cccc(Cl)c3)ccc21,-61,0.0,-5,2.4
COc1ccc(C(=O)Nc2ccc(-c3nnn(CC(=O)NCc4ccco4)n3)cc2)cc1,11,-0.1,7,1.5
CN1CCC(N(CCc2ccccc2)C(=O)CCC(=O)O)CC1,2,-0.1,-3,0.4
O=C(Nc1ccccc1)c1cccnc1NCCc1ccccc1,12,-0.1,-3,-0.7
C=CCOc1ccc(/C=N/NC(=O)C(=O)N2CCCC2)cc1,13,0.1,-2,-0.1
CC(C)OCCCNC(=O)CCN1C(=O)COc2ccccc21,-14,0.4,1,-0.5

# Going on with the list:
SMILES,MITF primary,FBW7 act,TEAD-YAP inh,GPR151 activ
Cc1nc(N2CCN(C(=O)c3ccc(F)cc3F)CC2)cc(-n2cccn2)n1,-8,0.8,8,-1.3
O=C(O)c1ccc2c3c([nH]nc13)-c1ccccc1C2=O,-5,0.2,-5,0.4
COC(=O)C1=CN(CC2CCCO2)C=C(C(=O)OC)C1c1cc(OC)c(OC)cc1OC (configuration not stated),11,0.0,-15,0.0
CC(C)(Cc1ccc(O)cc1)NC(=O)CC(=O)N/N=C/c1cccc(F)c1,-2,0.0,-3,-1.3
CCOC(=O)c1sc2nc(SCC(=O)NCc3ccccc3)n(Cc3cccs3)c(=O)c2c1C,-1,-0.1,-9,1.3
CCN1CCN(C(=O)c2cnc(N3CCN(c4ccccn4)CC3)c3ccccc23)CC1,-9,0.1,12,-0.2
Clc1ccc(CSc2nc3ncccc3[nH]2)c(Cl)c1,-1,-0.2,-73,-1.4
O=C(CSc1nnc(-c2cccc(Br)c2)o1)N1CCCCC1,11,0.3,-1,-1.2
CN(C)CCOCCOc1cccc2ccccc12,63*,-0.2,14,-0.2
CCC(=O)NC(=S)Nc1cccc2ncccc12,-5,0.0,-1,4.3
NC(=O)c1cc(S(=O)(=O)N2CCOCC2)ccc1Cl,1,0.1,9,0.7
Cc1c(Cl)cccc1Nc1nc2ccccc2n2cnnc12,4,-0.2,-1,1.7
CCSCCOC(=O)C1=C(C)NC2=C(C(=O)C(C(=O)OC)C(C)C2)C1c1cc2c(cc1[N+](=O)[O-])OCO2 (configuration not stated),5,-0.2,-3,1.5
FC(F)(F)c1cccc(NC(=S)NCCc2ccncc2)c1,-8,-0.1,5,-1.5
